High-throughput results from PubChem BioAssay.
TRHR ag: qHTS for Small Molecule Agonists and Allosteric Enhancers of Human TRH Receptor: Primary Screen for Agonists | Thyrotropin-releasing hormone receptor (Homo sapiens), P34981 | 0.18% of 360,000 active | activation, % at 2 µM | TRHR cells, calcium flux fluo-8, FDSS agonist mode; note: 0% is about no effect
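Steps: seed TRHR cells overnight; add fluo-8 no-wash Ca dye, RT 30 min–1.5 h; record 10 s baseline; pin-transfer compounds; monitor fluorescence 1 cycle/s for the agonist window. Calcium increases flag candidate agonists.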
D2 agonist: HTS Assay for Allosteric Agonists of the Human D2 Dopamine Receptor: Primary Screen for Agonists; D(2) dopamine receptor (Homo sapiens), P14416; HEK293 T-REx D2 cells, calcium flux agonist mode; activation, % at 2 µM; 0.53% of 340,000 active;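 active = activation over 3 SD above normal in the single-dose calcium agonist read, cut at about 30% in these data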; note: 0% is about no effect
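Calcium-flux readout, 1 cycle/sec over 180 s following compound pin transfer, in inducible HEK293 Trex D2 cells (force-coupled); dopamine controls included. Positive calcium responses during this window marked compounds as potential agonists.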
D2 PAM: HTS Assay for Positive Allosteric Modulators of the Human D2 Dopamine Receptor: Primary Screen for Potentiators. 0.34% of 340,000 active. potentiation, % at 10 µM. HEK293 T-REx D2, calcium flux, EC20 dopamine potentiation. AID 485347, 2010;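 active = potentiation over 3 SD above the plate norm, cut at about 30% in these data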; note: 0% is about no effect
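Tetracycline-induced HEK293 T-REx cells force-coupled to calcium signalling expressed D2; compounds were pin-added after a 10 s baseline, read kinetically 180 s, then an EC20 dopamine challenge followed with a further 180 s calcium read.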
D1 antagonist: Antagonist of Human D 1 Dopamine Receptor: qHTS; D(1A) dopamine receptor (Homo sapiens), P21728; HEK293 TREx D1 cells, calcium flux, dopamine EC80; active compounds read low; activity change, negative = inhibition, % at 10 µM; 3.2% of 360,000 active; in the data active = activity change below about -30%; note: % is set by controls: 0 for no effect and ±100 for the full control effect
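Using tetracycline-induced force-coupled D1 Hek293 cells and a calcium dye, signals were followed for 180 s after compound, then for 180 s after EC80 dopamine, to detect inhibitors.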
D1 ag: Allosteric Agonists of the Human D1 Dopamine Receptor: qHTS. 1% of 360,000 active. HEK293 T-REx D1 cells, calcium flux, agonist mode. activation, % at 2 µM. AID 504660, 2011. D(1A) dopamine receptor (Homo sapiens), P21728; note: 0% is about no effect
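Agonism was scored from calcium flux recorded over 180 s (1 read/s) after pintool compound addition, following a 10-cycle baseline. Cells were inducible force-coupled HEK293 TREx D1, plated overnight at 30 C and loaded with no-wash calcium dye.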
RXFP1 antag: qHTS Assay for Antagonists of the Relaxin Receptor RXFP1 | HEK293-RXFP1, relaxin-stimulated cAMP HTRF, 30 min; active compounds read low | activity change, negative = inhibition, % at 57.5 µM | 0.59% of 350,000 active;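 active = activity change of -60% or lower, but not beyond a set lower limit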; note: % is set by controls: 0 for no effect and ±100 for the full control effect
Target sequence (Q9HBX9 whole entry, looked up): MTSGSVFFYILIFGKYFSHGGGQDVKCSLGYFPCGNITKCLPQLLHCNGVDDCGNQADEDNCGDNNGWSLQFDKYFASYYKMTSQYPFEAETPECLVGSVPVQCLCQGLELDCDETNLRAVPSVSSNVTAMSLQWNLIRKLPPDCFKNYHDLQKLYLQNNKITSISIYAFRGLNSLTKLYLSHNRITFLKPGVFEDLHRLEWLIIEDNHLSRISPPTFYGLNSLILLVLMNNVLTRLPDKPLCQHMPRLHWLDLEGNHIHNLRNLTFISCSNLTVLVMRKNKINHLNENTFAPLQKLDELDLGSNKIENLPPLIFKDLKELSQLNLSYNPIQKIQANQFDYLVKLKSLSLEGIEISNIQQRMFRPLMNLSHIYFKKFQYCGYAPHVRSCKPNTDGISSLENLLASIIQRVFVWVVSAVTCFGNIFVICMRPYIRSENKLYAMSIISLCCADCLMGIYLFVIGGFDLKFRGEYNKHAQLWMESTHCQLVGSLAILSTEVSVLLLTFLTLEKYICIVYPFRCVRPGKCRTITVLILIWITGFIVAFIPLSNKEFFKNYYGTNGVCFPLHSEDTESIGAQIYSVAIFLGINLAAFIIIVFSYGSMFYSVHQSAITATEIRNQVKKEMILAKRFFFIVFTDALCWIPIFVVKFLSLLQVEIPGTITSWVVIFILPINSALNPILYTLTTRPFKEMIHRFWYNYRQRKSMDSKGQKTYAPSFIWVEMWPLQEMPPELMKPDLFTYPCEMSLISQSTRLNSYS
D2 antag: HTS Assay for Allosteric Antagonists of the Human D2 Dopamine Receptor: Primary Screen for Antagonists; D(2) dopamine receptor (Homo sapiens), P14416; HEK293 TREx D2 cells, calcium flux, dopamine EC80; inhibition, % at 10 µM; 2% of 340,000 active; AID 485344, 2010; in the data active = inhibition above about 30%; note: 0% is about no effect
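HEK293 T-REx D2 cells, tet-induced, calcium dye no-wash. Cpd pintool add, 180 s kinetic, then EC80 DA, 180 s kinetic. Ca flux read.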
TRHR PAM: qHTS for Small Molecule Agonists and Allosteric Enhancers of Human TRH Receptor: Primary Screen for Enhancers; Thyrotropin-releasing hormone receptor (Homo sapiens), P34981; TRHR cells, fluo-8 calcium fluorescence, EC20 TRH enhancement; enhancement, % at 2 µM; 0.66% of 360,000 active; AID 493056, 2011; in the data active = enhancement above about 30%; note: 0% is about no effect
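Enhancer read-out: after compound pinning and an initial kinetic agonist-mode read, an EC20 of TRH (10 nM final) was injected and fluo-8 calcium signal (Ex 480/Em 530) followed at 1 s/cycle for 100 cycles in TRHR-expressing cells.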
D1 PAM: Potentiators of Human D1 Dopamine Receptor: qHTS | D(1A) dopamine receptor (Homo sapiens), P21728 | HEK293 TREx D1 cells, calcium flux, dopamine EC20 potentiation | AID 504651, 2011 | potentiation, % at 10 µM | 0.036% of 360,000 active; in the data active = potentiation above about 30%; note: 0% is about no effect
Active calls of the source: *; x = no result given. Cut-off read from the data, not from the text of the source, unless noted: active = activation above about 30%; inactive = the rest. Not a hit list; 7.1% or so of the library scored in one or more.

Start of the listing, in advance, two compounds:
No. | Molecule | TRHR ag | D2 agonist | D2 PAM | D1 antagonist | D1 ag
1 | COc1ccc(S(=O)(=O)NCCc2c(C)nn(C)c2Oc2ccccc2)cc1 | -0.1 | -0.8 | 0 | -16 | 13
2 | COc1cccc(NC(=O)CSc2nc(=O)n(Cc3ccncc3)c3c2CCC3)c1 | -0.4 | 0.1 | 10 | x | -3

No. | RXFP1 antag | D2 antag | TRHR PAM | D1 PAM
1 | -4 | -16 | 6 | -3
2 | x | x | -3 | 0

This part in full, previewed entries included:
No. | Molecule | TRHR ag | D2 agonist | D2 PAM | D1 antagonist | D1 ag
1 | COc1ccc(S(=O)(=O)NCCc2c(C)nn(C)c2Oc2ccccc2)cc1 | -0.1 | -0.8 | 0 | -16 | 13
2 | COc1cccc(NC(=O)CSc2nc(=O)n(Cc3ccncc3)c3c2CCC3)c1 | -0.4 | 0.1 | 10 | x | -3
3 | CC(=O)N1c2ccc(S(=O)(=O)N3CCCC3)cc2CC1C(=O)Nc1cc(C)cc(C)c1 (centres undefined) | 1.1 | 0.5 | -5 | -11 | 3
4 | CSc1nsc(SC)c1NC(=O)Nc1ccccn1 | -0.7 | -0.7 | -4 | 8 | 1
5 | O=C(C1CCN(S(=O)(=O)c2cccc3nonc23)CC1)N1CCN(c2ccccc2F)CC1 | -0.9 | 0.1 | -12 | -37* | -1
6 | O=C(NCCc1ccccn1)c1ccc(OC(F)F)cc1 | -0.7 | 1.2 | -1 | 3 | 7
7 | COc1cc(/C=C/C(=O)Nc2cccnc2)cc(OC)c1OC | 0.3 | -0.7 | 2 | -2 | 2
8 | CCOc1cc(C(=O)NC(C)COC)cc(OCC)c1OCC (centres undefined) | 0.1 | 1.0 | -9 | -10 | 0

No. | RXFP1 antag | D2 antag | TRHR PAM | D1 PAM
1 | -4 | -16 | 6 | -3
2 | x | x | -3 | 0
3 | 3 | -34 | 11 | -5
4 | -4 | -10 | 8 | 1
5 | -13 | x | -5 | -2
6 | -7 | -19 | 11 | -7
7 | 9 | 14 | 21 | 0
8 | 0 | -13 | 9 | 0

(list continues)
No. | Molecule | TRHR ag | D2 agonist | D2 PAM | D1 antagonist | D1 ag
9 | CCOC(=O)C1(CCC(C)C)CC(CSc2nc3ccccc3[nH]2)OC1=O (centres undefined) | -0.9 | -1.5 | -1 | 3 | -3
10 | COc1ccc(-c2noc(CN3CCN(C(=O)c4cccs4)CC3)n2)c(OC)c1OC | 0.3 | 29 | -13 | 0 | 1
11 | COc1ccc(-c2cc(C(=O)NCc3ccco3)c3ccccc3n2)cc1 | 0.2 | -0.4 | 7 | 15 | -1
12 | CCCCOc1ccc(/C(N)=N/O)cc1 | -0.7 | -0.7 | 1 | 0 | 2
13 | Nc1nnc(-c2cccc([N+](=O)[O-])c2)s1 | -1.4 | -0.1 | -9 | -11 | 0
14 | Cc1cc(C)nc(N/N=C2/CCSc3ccc(F)cc32)n1 | -1.2 | 0.5 | -7 | -5 | 1
15 | CN(c1ccc(OCC(=O)OCC(=O)c2c(N)n(C)c(=O)n(C)c2=O)cc1)S(=O)(=O)c1ccc2ccccc2c1 | 0.6 | 2.8 | 4 | -3 | 5
16 | COc1ccc(C(=O)/C=C/c2cccnc2)c(OC)c1 | 0.1 | 0.3 | 2 | 3 | 3

No. | RXFP1 antag | D2 antag | TRHR PAM | D1 PAM
9 | -10 | 4 | 2 | -1
10 | 10 | -3 | 7 | 1
11 | -1 | -13 | 7 | -2
12 | 12 | 7 | -1 | 0
13 | -13 | -13 | 8 | 3
14 | 2 | -9 | -6 | -2
15 | -11 | -6 | -7 | -8
16 | 0 | 1 | 12 | -1

(further entries)
No. | Molecule | TRHR ag | D2 agonist | D2 PAM | D1 antagonist | D1 ag
17 | Cc1ccc(C(=O)COC(=O)CNC(=O)c2ccco2)cc1 | 0.2 | -0.1 | -4 | -7 | 0
18 | COc1cccc(N2CCN(C(=O)CN3CCSc4ccc(S(=O)(=O)N(C)C)cc43)CC2)c1 | 0.3 | -0.1 | 0 | 6 | -1
19 | C=CCNC(=S)NNC(=O)COc1cccc(Cl)c1 | 0.4 | 0.0 | -3 | -5 | 1
20 | Cc1ccc(Nc2nc(OC(C(F)(F)F)C(F)(F)F)nc(N3CCOCC3)n2)cc1 | 0.3 | 0.5 | -3 | 3 | 3
21 | COc1ccc(C(=O)OCc2c(-c3cccc(OC)c3)ncc3ccccc23)cc1 | 0.6 | 0.5 | 14 | x | 7
22 | Cc1ccc(C(=O)Nc2ccc(N3CCN(C)CC3)nc2)cc1 | -0.6 | x | x | -9 | 2
23 | O=C(CCN1C(=O)c2ccccc2S1(=O)=O)Nc1ccccc1O | 0.7 | 1.7 | -3 | 1 | 4
24 | C#CCNC(=O)c1cc2sccc2n1C | 2.8 | -0.2 | 2 | -18 | 0

No. | RXFP1 antag | D2 antag | TRHR PAM | D1 PAM
17 | -11 | 0 | 1 | -2
18 | x | x | -5 | 2
19 | 0 | 2 | 2 | 11
20 | -27 | -2 | -1 | 1
21 | x | 1 | -4 | -2
22 | -10 | x | -1 | -5
23 | -11 | -5 | -5 | -1
24 | 7 | -21 | -5 | -3

(further entries)
No. | Molecule | TRHR ag | D2 agonist | D2 PAM | D1 antagonist | D1 ag
25 | COc1ccc(Cc2nc3ccc(C(=O)NCCc4cccc(C)n4)cc3o2)cc1 | -0.2 | 0.0 | -1 | -3 | 0
26 | COC(=O)C1NN=C(C(=O)c2ccc(Cl)cc2)C1c1ccc(OC)cc1 (centres undefined) | 0.3 | -0.9 | 1 | -6 | -1
27 | CCOC(=O)c1cnc2cc(Cl)c(OC)cc2c1Nc1ccc(Br)cc1C | -1.4 | 0.1 | 11 | 2 | 0
28 | CC(=O)n1cc(N(C(=O)CCl)c2ccc([N+](=O)[O-])cc2)c2ccccc21 | 0.4 | 2.1 | -5 | 6 | 10
29 | COc1ccc(C)cc1NC(=O)COCC(=O)O | -0.4 | 0.3 | 0 | 16 | 2
30 | CCC(CO)Nc1ncnc2c1cnn2-c1ccc(OC)cc1 (centres undefined) | 0.4 | 0.3 | 13 | -4 | 5
31 | CC(=O)N(C1=C(O)c2ccccc2C(=O)C1=O)C1CCCCC1 | 0.4 | 0.0 | 11 | -38* | 0
32 | Cc1ccc(N=C2C(=O)Nc3ccccc32)cc1 | 1.3 | 2.8 | 6 | -19 | 4

No. | RXFP1 antag | D2 antag | TRHR PAM | D1 PAM
25 | 2 | -8 | 2 | -3
26 | -8 | -1 | 0 | 8
27 | x | x | -3 | 3
28 | -6 | -1 | -2 | 4
29 | 27 | 5 | 7 | 1
30 | x | -6 | 0 | x
31 | 22 | -24 | -9 | -1
32 | 12 | 7 | 4 | -2

(continued)
No. | Molecule | TRHR ag | D2 agonist | D2 PAM | D1 antagonist | D1 ag
33 | COc1ccc(NC(=O)CSC2=NCCN2)cc1 | 0.2 | 1.0 | -3 | -30* | 2
34 | COc1ccccc1Cn1ccn(CC(=O)Nc2c(C)cc(C)cc2C)c(=O)c1=O | 0.0 | 0.2 | 4 | 3 | 0
35 | COc1ccc(OC)c(CNc2ccc([N+](=O)[O-])cc2C)c1 | -1.3 | 57* | -26 | -37* | 0
36 | O=C(NCc1ccco1)c1ccc2c(c1)N(Cc1ccccc1)C(=O)CS2 | -1.6 | -1.7 | -3 | -6 | 0
37 | CN1CCN(CC(=O)Nc2ccccc2Oc2ccccc2)CC1 | 0.3 | 2.5 | -6 | -7 | 0
38 | NNC(=O)c1cncc(Br)c1 | 1.0 | -1.4 | 2 | -1 | 2
39 | CCOc1ccc(NC(=O)COc2ccc(-n3cnnn3)cc2)cc1 | -0.1 | 0.1 | 13 | -13 | -1
40 | C[C@H](NC(=O)C1CC(=O)N(c2ccc3c(c2)OCCO3)C1)C(=O)N1CCCCC1 (some centres undefined) | 0.6 | 0.0 | 23 | 0 | 1

No. | RXFP1 antag | D2 antag | TRHR PAM | D1 PAM
33 | 1 | 18 | 1 | -6
34 | -3 | x | -5 | 0
35 | -21 | 8 | -2 | 6
36 | 1 | -9 | 4 | -3
37 | 0 | 4 | -4 | -1
38 | -27 | -4 | 1 | -8
39 | -3 | 19 | 1 | -4
40 | -5 | -16 | 1 | -1

Complete entries as entered above:
Listed for CN1CCN(CC(=O)Nc2ccccc2Oc2ccccc2)CC1 → TRHR ag: 0.3; D2 agonist: 2.5; D2 PAM: -6; D1 antagonist: -7; D1 ag: 0; RXFP1 antag: 0; D2 antag: 4; TRHR PAM: -4; D1 PAM: -1
Listed for COc1ccccc1Cn1ccn(CC(=O)Nc2c(C)cc(C)cc2C)c(=O)c1=O → TRHR ag: 0.0; D2 agonist: 0.2; D2 PAM: 4; D1 antagonist: 3; D1 ag: 0; RXFP1 antag: -3; D2 antag: x; TRHR PAM: -5; D1 PAM: 0

The main list resumes with the 2 entries that preceded the break.
No. | Molecule | TRHR ag | D2 agonist | D2 PAM | D1 antagonist | D1 ag
39 | CCOc1ccc(NC(=O)COc2ccc(-n3cnnn3)cc2)cc1 | -0.1 | 0.1 | 13 | -13 | -1
40 | C[C@H](NC(=O)C1CC(=O)N(c2ccc3c(c2)OCCO3)C1)C(=O)N1CCCCC1 (some centres undefined) | 0.6 | 0.0 | 23 | 0 | 1
41 | COc1ccc(F)c(CN2CCCC(CO)(Cc3cccc(Cl)c3)C2)c1 (centres undefined) | -0.4 | -1.6 | 1 | -10 | 15
42 | COc1ccc(/C=C2/SC(=O)N(CC(O)Cn3c4ccccc4c4ccccc43)C2=O)cc1 (centres undefined) | 0.7 | 0.8 | 7 | -3 | 3
43 | O=C(NCC(c1ccco1)N1CCN(c2ccccc2F)CC1)c1ccco1 (centres undefined) | 0.4 | 32* | -10 | -21 | 2
44 | CC(=O)Nc1ccc(-n2cc3c(c2-c2ccc(C)cc2)c(=O)n(C)c(=O)n3C)cc1 | -0.1 | 2.5 | 10 | -1 | -3
45 | CN1CCN(Cc2c(O)ccc3cc(-c4ccccn4)c(=O)oc23)CC1 | 1.1 | 2.4 | 2 | -31* | 44*
46 | O=c1ccn([C@@H]2O[C@H](CO)[C@@H](O)[C@H]2O)c(=O)[nH]1 | 0.8 | 0.8 | -10 | -11 | 2

No. | RXFP1 antag | D2 antag | TRHR PAM | D1 PAM
39 | -3 | 19 | 1 | -4
40 | -5 | -16 | 1 | -1
41 | -16 | -15 | 6 | -4
42 | -25 | -5 | 1 | -3
43 | -9 | 54* | -3 | -2
44 | -10 | x | 1 | -1
45 | 4 | 21 | -1 | 3
46 | x | -48 | 0 | 4
